# Source: PubChem (National Center for Advancing Translational Sciences (NCATS))
# GAA glycogen: alters human alpha-glucosidase cleavage of glycogen | recombinant GAA, glycogen substrate, Amplex Red glucose oxidase fluorescence | Potency, µM (titrated, usually from 76.4 µM), inactives show at the top dose activity change, negative = inhibition, usual class: inhibitors | hit rate 0.38% among 300,000 | AID 2100; active means well fitted inhibition curve with a large enough effect; inconclusive means small, poorly fitted or top-dose-only effect, or another doubt; inactive means no such curve, though single readings can be large or run the other way;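 further: 0% = full enzyme reaction and -100% = no-enzyme basal signal; the screen sought inhibitors and activators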
#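 qHTS, 1536-well; enzyme 4 nM final; cpd up to 77 uM; substrate bovine liver glycogen 30 ug; 50 mM citrate/phosphate pH 5.0, 0.01% Tween-20; 37 C, 40 min; Amplex Red detection 45 min RT; Hill fit → AC50.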
# * hit, by the source's call; ? = inconclusive; [ ] = dose if it differs, or a comment. Potency means the concentration at half of the fitted maximal effect. These rows are one share of the data; rates above refer to the full screens.
SMILES,GAA glycogen
COc1ccc(CN2CCCC(C(=O)N3CCc4ccccc4C3)C2)cc1OC (stereo not drawn),7%[76.3 µM]
O=C(Nc1ccccc1C(=O)O)c1ccc(CN2C(=O)c3ccccc3C2=O)cc1,-7%[76.3 µM]
CC(C(=O)N(C)C1CCCCC1)N1CCC(C(N)=O)CC1 (stereo not drawn),9%[76.3 µM]
CCOC(=O)C1(Cc2cccc(OC)c2)CCCN(C(=O)c2cc(C)on2)C1 (stereo not drawn),-2%[76.3 µM]
COc1ccccc1NC(=O)c1cc(N2C(=O)C3C4CCC(C4)C3C2=O)ccc1Cl (stereo not drawn),0%[76.3 µM]
CC(=O)Oc1c(Br)cc(N(C(C)=O)S(=O)(=O)c2ccccc2)c2ccccc12,1%[76.3 µM]
CN(CCO)C(=O)c1c(NC(=O)c2ccccc2)sc2c1CCCC2,-2%[76.3 µM]
O=C(CNS(=O)(=O)c1ccccc1)N/N=C/c1ccccc1[N+](=O)[O-],4%
Oc1ccc(N2CCN(c3ccnc4cc(Cl)ccc34)CC2)cc1,11%[76.3 µM]
Cc1cccc(N2CCCn3c2nc2c3c(=O)[nH]c(=O)n2C)c1,3%
CS(=O)(=O)N1CCCC(C(=O)Nc2ccccc2)C1 (stereo not drawn),11%[76.3 µM]
Cc1cccc(CNC(=O)C2CCC(=O)N(C3CCCCCC3)C2)c1 (stereo not drawn),3%[76.3 µM]
CC1CCN(CC(=O)Nc2ccc(C(=O)N3CCCCC3)cc2)CC1,2%[76.3 µM]
COc1cccc(NC(=O)CNC(=O)c2ccc(C)o2)c1,3%[76.3 µM]
O=C(c1ccco1)N1CCN(Cc2nnc(-c3ccccc3F)o2)CC1,7%
O=C1NC2(CCCCC2)C(=O)N1c1ccc(Cl)cc1,3%[76.3 µM]
CCn1c2ccccc2c2cc(CNCCCN3CCOCC3)ccc21,-5%[76.3 µM]
Cc1ccccc1NC(=O)C1CCN(S(=O)(=O)c2ccc3c(c2)NC(=O)C(C)S3)CC1 (stereo not drawn),-5%[76.3 µM]
O=C(NCC(=O)N(c1ccccc1F)C(C(=O)NC1CCCC1)c1ccncc1)c1ccco1 (stereo not drawn),-9%
Cc1cc(-c2nnc(SCC(=O)Nc3cccc(F)c3)n2N)n[nH]1,-1%[76.3 µM]
Cc1cccc(C)c1NC(=O)C(C)Sc1n[nH]c(-c2ccncc2)n1 (stereo not drawn),-1%
CC(c1ccccc1)n1c(Br)nc2c1c(=O)[nH]c(=O)n2C (stereo not drawn),8%[76.3 µM]
Cn1c(=O)c2c(nc(SCc3ccccc3F)n2C)n(C)c1=O,11%[76.3 µM]
COc1cccc(OC)c1C(=O)NC(=O)NNc1cc(C(F)(F)F)cc(C)n1,?
Cc1cccc(N2CCN(C(=O)CSc3nc4ccccc4nc3N3CC(C)OC(C)C3)CC2)c1C (stereo not drawn),1%
O=C(Nc1ccccc1C(=O)Nc1ccccn1)c1cccc([N+](=O)[O-])c1,1%[76.3 µM]
CCOC(=O)CSc1nnc2c3ccccc3n(CC)c2n1,0%[76.3 µM]
Cc1ccc(C(=O)COC(=O)CN2C(=O)C3C4C=CC(C4)C3C2=O)cc1C (stereo not drawn),-6%[76.3 µM]
C=CCN(C(=O)c1csnn1)C(C(=O)NC1CCCC1)c1ccc(OC)cc1 (stereo not drawn),-1%
Cc1ccc(NC(=O)CCN2CC(C)OC(C)C2)cc1 (stereo not drawn),-8%[76.3 µM]
COc1ccc(-c2csc(N(CCCN(C)C)C(=O)c3ccc(C(C)(C)C)cc3)n2)cc1,-12%[76.3 µM]
N#Cc1cc([N+](=O)[O-])ccc1NCCCn1ccnc1,-2%[76.3 µM]
Cc1nc(Nc2ccccc2O)c2oc3ccccc3c2n1,-2%
COc1ccc(CN2CCNC(=O)C2CC(=O)N(C)CCC2CCOCC2)cc1OC (stereo not drawn),-7%[76.3 µM]
Cc1ccccc1CNC(=O)C1CCC(=O)N(C2CCCCCC2)C1 (stereo not drawn),-1%[76.3 µM]
COc1ccccc1CC(=O)NCCN1CCCCC1,1%[76.3 µM]
CCOc1ccc(S(=O)(=O)Nc2ccc(C(=O)NCC(c3ccco3)N(C)C)cc2)cc1 (stereo not drawn),-1%[76.3 µM]
Cc1c(C)n(Cc2ccccc2)c2ncnc(NCCO)c12,1%
Cc1cc(=O)[nH]c2c1cnn2C(C)c1ccccc1 (stereo not drawn),1%
CC(Cc1c[nH]c2ccccc12)C(=O)N1CCN(c2ccccc2F)CC1 (stereo not drawn),7%

# In a second layout: two of the compounds above.
smiles	GAA glycogen
CCOc1ccc(S(=O)(=O)Nc2ccc(C(=O)NCC(c3ccco3)N(C)C)cc2)cc1 (stereo not drawn)	-1%[76.3 µM]
Cc1c(C)n(Cc2ccccc2)c2ncnc(NCCO)c12	1%

# Remaining list, next part.
SMILES,GAA glycogen
CC(CCc1ccccc1)NC(=O)c1ccc(Br)cc1 (stereo not drawn),16%[76.3 µM]
O=C(c1ccc(=O)[nH]c1)N1CCN(S(=O)(=O)c2ccccc2)CC1,0%[76.3 µM]
Cc1cc(C)c(S(=O)(=O)NCc2ccc3c(c2)OCO3)cc1C,3%[76.3 µM]
Cc1ccc(C(=O)NC2CCN(S(=O)(=O)c3ccc(F)cc3)CC2)cc1,5%[76.3 µM]
CC(=O)c1ccc(OCc2cc(C(=O)NC(C)CCn3cccn3)no2)cc1 (stereo not drawn),-1%[76.3 µM]
O=c1c(-c2ccccc2Cl)c[nH]n1-c1ccccc1,0%
Cc1ccc(-c2nnc(N3CCOCC3)c3ccccc23)cc1S(=O)(=O)N(C)C,6%
O=C(Nc1ccc2c(c1)OCO2)C(=O)c1c[nH]c2ccccc12,-16%[76.3 µM]
CCCC(=O)Nc1ccc2c(c1)nc(CN1CCN(C(=O)OCC)CC1)n2CC,10%
Cc1cccc(C(=O)OC2CCOC2=O)c1C (stereo not drawn),-2%

# Given bar-delimited: part of the list above
smiles | GAA glycogen
Cc1cccc(C(=O)OC2CCOC2=O)c1C (stereo not drawn) | -2%
Cc1ccc(-c2nnc(N3CCOCC3)c3ccccc23)cc1S(=O)(=O)N(C)C | 6%
CC(CCc1ccccc1)NC(=O)c1ccc(Br)cc1 (stereo not drawn) | 16%[76.3 µM]
CC(=O)c1ccc(OCc2cc(C(=O)NC(C)CCn3cccn3)no2)cc1 (stereo not drawn) | -1%[76.3 µM]

# Carrying on:
SMILES,GAA glycogen
O=c1[nH]c(C2CCN(S(=O)(=O)c3ccccc3F)CC2)nc2c1nnn2Cc1ccc(OC(F)(F)F)cc1,-11%[76.3 µM]
COC1CCCN(C(=O)c2cccc(OC3CCN(S(=O)(=O)N(C)C)CC3)c2)C1 (stereo not drawn),-4%[76.3 µM]
O[C@@H]1CN(C2CCCCC2)CC[C@H]1N1CCN(CCc2ccccc2)CC1,10%[76.3 µM]
CC1(C)Cc2c(sc(NC(=O)C(=O)N3CCCC3)c2C#N)CO1,-11%[76.3 µM]
CSCC[C@H](NS(=O)(=O)c1ccc(C)cc1)C(=O)N1CCC(C(=O)N[C@@H](C)C(=O)O)CC1,-1%[76.3 µM]
COc1ccc(C2/C(=C(/O)c3ccccc3)C(=O)C(=O)N2C)c(OC)c1 (stereo not drawn),12%[76.3 µM]
Cc1cccc(CN2CCN(C(C)C(=O)NC(C)c3ccccc3)CC2)c1 (stereo not drawn),0%
CC1(C)Cc2c(sc3ncnc(NN)c23)CO1,?
CN(C)C(CNS(=O)(=O)c1ccc2ccccc2c1)c1ccccc1 (stereo not drawn),-4%
O=C(COc1ccc(S(=O)(=O)N2CCCC2)cc1)Nc1ccc(F)cc1,2%
O=C(CN(CC1CCCO1)C(=O)CNS(=O)(=O)c1ccc(Cl)cc1)NCc1ccccc1 (stereo not drawn),8%[76.3 µM]
O=C(Nc1c2c(nn1-c1ccc(F)cc1)CS(=O)C2)c1ccco1 (stereo not drawn),-3%[76.3 µM]
CC(C)(C)OC(=O)N[C@@H](Cc1ccccc1)C(=O)N[C@@H](CO)[C@H](O)[C@@H]1C[C@@H]1C(=O)NC1CC1,-2%[76.3 µM]
COCC(=O)N(Cc1cc2ccc(C)cc2[nH]c1=O)c1ccc(C)cc1C,3%[76.3 µM]
Cc1ccc(NC(=O)CCc2ccc(C)o2)cc1,-8%[76.3 µM]
CCN(C(=O)CN1C(=O)S/C(=C\c2cccc(Cl)c2)C1=O)C1CCS(=O)(=O)C1 (stereo not drawn),2%[76.3 µM]
Cc1c(NC(=O)C(C)Oc2ccccc2F)c(=O)n(-c2ccccc2)n1C (stereo not drawn),3%[76.3 µM]
COc1ccc(NC(=O)c2sc3nc(N4CCOCC4)c4c(c3c2N)CC(C)(C)OC4)cc1,3%[76.3 µM]
COC(=O)c1ccccc1CSc1nsc(C)c1C#N,0%
Cc1ccc2oc(C(=O)Nc3ccc(S(=O)(=O)Nc4onc(C)c4C)cc3)c(C)c2c1,-8%[76.3 µM]

# By substructure: the entries above containing a Cl atom
SMILES,GAA glycogen
COc1ccccc1NC(=O)c1cc(N2C(=O)C3C4CCC(C4)C3C2=O)ccc1Cl (stereo not drawn),0%[76.3 µM]
Oc1ccc(N2CCN(c3ccnc4cc(Cl)ccc34)CC2)cc1,11%[76.3 µM]
O=C1NC2(CCCCC2)C(=O)N1c1ccc(Cl)cc1,3%[76.3 µM]
O=c1c(-c2ccccc2Cl)c[nH]n1-c1ccccc1,0%
O=C(CN(CC1CCCO1)C(=O)CNS(=O)(=O)c1ccc(Cl)cc1)NCc1ccccc1 (stereo not drawn),8%[76.3 µM]
CCN(C(=O)CN1C(=O)S/C(=C\c2cccc(Cl)c2)C1=O)C1CCS(=O)(=O)C1 (stereo not drawn),2%[76.3 µM]

# Following part
SMILES,GAA glycogen
COc1ccccc1NC(=O)CSc1sc2c(O)cc(=O)[nH]c2c1C#N,7%
CC(C)(C)c1ccc(C(=O)Nc2cccc3ncccc23)cc1,-8%
COc1ccc(OC)c(CN2CCN(C(=O)c3cc(S(=O)(=O)Nc4ccccc4OC)ccc3C)CC2)c1,-1%[76.3 µM]
Cc1c(OC(C)C(=O)NCc2cccnc2)ccc2c3c(c(=O)oc12)CCCC3 (stereo not drawn),-4%[76.3 µM]
COC(=O)c1ccc2c(=O)n(CCN3CCOCC3)c(SCC(=O)Nc3cccc(OC)c3)nc2c1,0%[76.3 µM]
CS(=O)(=O)N1CCC(Oc2ccccc2C(=O)N2CCC[C@H]2CO)CC1,4%[76.3 µM]
Cc1cc(OCCCN2CCCC2)ccc1Cl,-1%[76.3 µM]
O=C(N/N=C/c1cccnc1)c1cc(-c2ccccc2Cl)nc2ccccc12,-9%[76.3 µM]
COc1cc2[nH]cc(C(=O)NCc3ccccc3)c(=O)c2cc1OC,11%[76.3 µM]
COc1cccc(CN2CC(C(=O)NCCN3CCOC3=O)CCC2=O)c1 (stereo not drawn),1%[76.3 µM]
CCc1ccc(N=C2NC(=O)/C(=C/c3cc(OC)c(OC)c(OC)c3)S2)cc1,-10%[76.3 µM]
CC(C)(C)NC(=O)c1cc(NC(=O)c2cccs2)cc(NC(=O)c2cccs2)c1,4%
CCN(Cc1ccncc1)C(=O)c1cc(COc2ccc(F)cc2Cl)on1,1%[76.3 µM]
COc1ccc(NC(=O)Cn2nc(C(=O)O)c3ccccc3c2=O)cc1OC,8%
Cc1ccc(S(=O)(=O)CC(=O)Nc2nc3ccc(S(N)(=O)=O)cc3s2)cc1,-3%[76.3 µM]
CN(C)S(=O)(=O)N1CCC(Oc2ccc(C(=O)N3C[C@H]4CC[C@H]3C4)cc2)CC1,-9%[76.3 µM]
O=C(CCn1cncn1)N1CCCC(N2CCN(c3ccc(F)cc3)CC2)C1 (stereo not drawn),2%[76.3 µM]
COc1cc(C(=O)N/N=C/c2ccc(OC(=O)c3ccccc3)c(OC)c2)ccc1O,2%[76.3 µM]
COc1ccc(/C(C)=N/NC(=O)CNC(=O)c2ccco2)cc1,4%
COc1ccc(C2SCCN2S(=O)(=O)c2ccc(NC(C)=O)cc2)cc1OC (stereo not drawn),7%[76.3 µM]
CCOC(=O)C1CCN(C(=O)CNC(=O)Cn2c(C)cc3ccccc3c2=O)CC1,-2%
O=C(Cn1cc(C(=O)C2CC2)c2ccccc21)Nc1ccc(F)cc1,-5%
C=CCn1c(CSCc2ccc(F)cc2)n[nH]c1=S,-7%[76.3 µM]
C/C(CC(=O)Nc1ccc2ccccc2c1)=N\NC(=O)c1ccc(O)c(O)c1,?
C/C(=N\Nc1cc(N2CCOCC2)nc(C)n1)c1ccc(F)cc1,?
CC(C)CNC(=O)[C@@H]1CSC2c3ccccc3C(=O)N21 (stereo partly drawn),-1%
Cc1ccc(SCCSc2nc(C)cc(=O)[nH]2)cc1,18%[76.3 µM]
Cc1ccccc1Cn1c(=O)n(C)c(=O)c2sccc21,?
O=[N+]([O-])c1cccc(S(=O)(=O)NCCc2cccs2)c1,-3%
Cc1nc2scc(C)n2c(=O)c1S(=O)(=O)Nc1ccc(F)cc1,0%
CN(Cc1c(C(=O)N/N=C/c2ccccc2)nnn1-c1nonc1N)c1ccccc1,-16%[76.3 µM]
CCOc1ncccc1C(=O)N=c1sccn1C,1%
COc1ccc(NC(=O)c2cccc(N3C(=O)C4C5C=CC(C6CC56)C4C3=O)c2)cc1 (stereo not drawn),-5%[76.3 µM]
CCOC(=O)C1CN(S(=O)(=O)c2cc(OC)ccc2OC)C1,-9%
CC(=O)Nc1cc2c(cc1NC(=O)Cn1nc(-c3ccccc3)ccc1=O)OCCO2,7%
COc1ccc(C2CC(=O)C(C=NCCO)=C(O)C2)cc1 (stereo not drawn),1%[76.3 µM]
CCN(/C(N)=N/c1nc(C)cc(C)n1)c1ccccc1,-9%[76.3 µM]
O=C(C1CCCN(c2ncnc3c2nc2n3CCCCC2)C1)N1CCN(c2ccc(F)cc2)CC1 (stereo not drawn),-10%[76.3 µM]
CCOC(=O)C1CCN(S(=O)(=O)c2ccc(CNC(=O)c3ccccc3)s2)CC1,1%
